Screening data: PubChem BioAssay, several laboratories
Rac1 GTP hydrolysis = MgcRacGAP GTPase-activating activity inhibitors, confirmation, biochemical, ADP Hunter fluorescence | MgcRacGAP-stimulated Rac1 GTP hydrolysis, ADP Hunter fluorescence; higher % means a stronger effect; GST-tagged Rac1 F28L mutant substrate | one-dose inhibition, % at 30 µM; IC50 in µM for titrated hits | 340,000 compounds, 0.6% hits | AID 624330;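 active = first-screen hits whose inhibition reached a set limit at any dose in the follow-up dose series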;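 note: fluorescence reports GDP produced by GAP-driven GTP hydrolysis; strong numbers were not always called active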
Lipid droplet = modulators of hepatic lipid droplet formation; 240,000 compounds, 0.4% hits; inhibition, % at 6.5 µM; AML12 mouse hepatocytes, oleate lipid droplets, BODIPY imaging;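 active = lipid droplet intensity inhibited by at least 50%, with more than 500 cells counted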
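Assay system: AML12 hepatocytes (mouse) / Also added: 100 µM oleic acid challenge / Times: overnight treatment with compound plus oleate / Detection: high-content imaging of BODIPY-stained droplets and DAPI nuclei / Evaluation: % inhibition of lipid droplet signal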
T cell HTS = modulates CD8 T cell binding to vesicles. 2C CD8+ T cell-vesicle binding, flow cytometry; hits give low values. calls only at 7 µM. 330,000 compounds, 0.068% hits. AID 2052;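 active = response, share of CD8 T cells binding vesicles, and their 90th percentile fluorescence all below set limits, cut at about 80% in these data, passing the limit was not always enough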
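System: murine 2C transgenic CD8+ T lymphocytes; also added: QL9-loaded Drosophila micro-vesicles; times: binding 1.5 h at 37 °C; measured by: flow cytometry, PE anti-B7-1 (FL2) versus Alexa647 anti-CD8 (FL8), PFA-fixed; control set: Peptide-free naked vesicles (low) and QL9 vesicles with 0.7% DMSO vehicle (high)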
Large T inhibition = TAg ATPase/helicase activity blockers – biochemical (AID 1903). 310,000 compounds, 0.39% hits. SV40 large T antigen ATPase/helicase inhibition assay; higher % means a stronger effect. one-dose inhibition, % at 20 µM; IC50 in µM for titrated hits; in the data active = a potency from the dose series; note: strong numbers were not always called active
NTR1 ag = agonists of NTR1, primary screen, imaging, U2OS cells, beta-arrestin-GFP, high content (AID 493036). P30989. NTR1-U2OS beta-arrestin-GFP spot imaging, agonist mode. activation, % at 20 µM. 330,000 compounds, 0.17% hits;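 active = activation at or above 40% of the spot to cytoplasm intensity ratio, with at least 20 cells analyzed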;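 note: 0% = DMSO without peptide and 100% = 100 nM NTR1 peptide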
Target sequence (P30989 whole entry, looked up): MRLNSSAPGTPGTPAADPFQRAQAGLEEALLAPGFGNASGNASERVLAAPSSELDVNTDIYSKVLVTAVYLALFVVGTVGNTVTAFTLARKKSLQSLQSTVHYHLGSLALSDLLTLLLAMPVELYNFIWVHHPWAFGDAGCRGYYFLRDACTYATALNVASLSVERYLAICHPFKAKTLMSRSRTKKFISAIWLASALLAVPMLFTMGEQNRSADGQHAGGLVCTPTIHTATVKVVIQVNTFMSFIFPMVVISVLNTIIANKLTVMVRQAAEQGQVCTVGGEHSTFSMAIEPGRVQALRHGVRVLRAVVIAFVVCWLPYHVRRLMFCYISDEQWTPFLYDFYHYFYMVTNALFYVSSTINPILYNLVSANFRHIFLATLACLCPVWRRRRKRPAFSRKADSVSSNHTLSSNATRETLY
GPR55 beta-arrestin = selective activators of receptor GPR55 – imaging, U2OS cells, beta-arrestin-GFP redistribution, primary screen (AID 1961) | U2OS GPR55 beta-arrestin-GFP redistribution imaging; higher % means a stronger effect | one-dose activation, % at 10 µM; EC50 in µM for titrated hits | 290,000 compounds, 0.048% hits;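 active = activation above 40% with more than 50 cells counted in the well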;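 note: U2OS osteosarcoma cells stably expressing GPR55 and beta-arrestin-GFP; plate controls were DMSO negative control for no effect and LPI positive control for full effect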
GPR35 antagonists = GPR35 antagonists blocking zaprinast-driven arrestin recruitment, primary screen, imaging, U2OS, beta-arrestin-GFP, zaprinast agonist (AID 2058); U2OS GPR35 beta-arrestin-GFP translocation imaging, zaprinast antagonism; higher % means a stronger effect; inhibition, % at 10 µM; hits with a dose series show IC50 in µM; 290,000 compounds, 0.052% hits;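 active = inhibition of at least 50% with at least 30 cells and total cytoplasm GFP at most 10,000,000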
GPR55 LPI antagonism = GPR55 antagonists blocking LPI-driven arrestin recruitment, primary screen, imaging, U2OS, beta-arrestin-GFP, LPI agonist (AID 2013); 290,000 compounds, 0.13% hits; inhibition, % at 10 µM, or IC50 in µM where a hit was titrated; U2OS GPR55 beta-arrestin-GFP translocation imaging, LPI antagonism; higher % means a stronger effect;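 active = spots per cell inhibited over 60%, with over 100 cells counted and total cytoplasm intensity under 500,000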;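 note: U2OS cells stably carrying GPR55 and arrestin-GFP stimulated by 5 µM LPI near EC80; imaged beta-arrestin-GFP aggregate spots per cell after agonist stimulation; plate controls were LPI-stimulated DMSO wells for no effect and DMSO wells without LPI for full effect; some results filed as inactive read as strong as hits; confirmed hits need IC50 under 10 µM and bright autofluorescent wells are also inconclusive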
LYP phosphatase = PTPN22 lymphoid phosphatase activity blockers – biochemical, fluorescence intensity, uHTS (AID 1779); recombinant LYP phosphatase, fluorescence intensity; higher % means a stronger effect; 290,000 compounds, 0.054% hits; inhibition, % at 11.5 µM, or IC50 in µM where a hit was titrated; in the data active = inhibition above about 50%;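 note: plate controls were vehicle with enzyme for no effect and no enzyme for full effect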
Lipid droplet cells 6.5 µM = second read-out of Lipid droplet, no call of its own (marks repeat the call); cell count; measured here: cell count, cytotoxicity flag;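 cells counted across two imaged fields per well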
T cell HTS vesicle-bound % = further read-out of T cell HTS, marked with its call; double positive events, %; measured here: CD8+ vesicle-bound cell fraction;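 binding gate set so that unloaded-vesicle control wells show 10% double positive cells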
NTR1 ag cell count 20 µM = recorded beside NTR1 ag, whose call it bears; cell count; measured here: cell count, cytotoxicity flag
Active calls of the source: *; i = inactive; x = no result given.

canonical_smiles | Rac1 GTP hydrolysis | Lipid droplet | Lipid droplet cells 6.5 µM | T cell HTS | T cell HTS vesicle-bound % | Large T inhibition | NTR1 ag | NTR1 ag cell count 20 µM | GPR55 beta-arrestin | GPR35 antagonists | GPR55 LPI antagonism | LYP phosphatase
CC1(C)CC(=O)c2sc(NS(C)(=O)=O)nc2C1 | -2% | 0 | 741 | i | 11 | 2% | -1.3 | 70 | 0.2% | -4% | -4% | 0%
O=S(=O)(Nc1ccc(O)c2ccccc12)c1ccc(F)cc1 | -4% | x | x | i | 53 | 38% | -1.6 | 65 | x | x | x | x
CN(CC(=O)Nc1ccc2c(c1)OCO2)S(=O)(=O)c1ccc2c(c1)CCC(=O)N2 | -2% | -10 | 694 | i | 49 | 9% | 0.2 | 73 | -0.1% | 7% | 7% | -1%
O=C(c1ccccc1)c1ccc(N2CCNCC2)cc1 | x | 15 | 740 | x | x | 3% | x | x | -0.1% | -12% | 3% | -5%
CC1(C)CC(=O)C(C(c2cccc([N+](=O)[O-])c2)C2C(=O)CC(C)(C)CC2=O)C(=O)C1 | 1% | 13 | 689 | i | 46 | 7% | -0.3 | 42 | -0.1% | 12% | 2% | 5%
COc1ccc(NC(=O)CSCC(=O)Nc2nnc(CC(C)C)s2)cc1 | 4% | x | x | i | 55 | 17% | 1.5 | 70 | x | x | x | x
N#Cc1ccc(S(=O)(=O)NC2CC2)cc1 | 5% | -2 | 842 | i | 28 | -1% | 3.2 | 39 | 1.2% | -10% | 5% | -6%
C/C(=N\NC(=O)c1ccco1)c1cc(Cl)sc1Cl | 8% | -12 | 690 | i | 6 | 18% | 1.1 | 58 | -0.1% | -8% | -5% | -6%
O=C(NC(=S)Nc1ccccc1N1CCCCC1)c1ccccc1 | 0% | -13 | 635 | i | 54 | 6% | 12 | 75 | -0.3% | 16% | -2% | 0%
Cc1c([N+](=O)[O-])cc(S(=O)(=O)Nc2ccncc2)cc1[N+](=O)[O-] | 10% | -2 | 702 | i | 10 | 2% | 0.2 | 48 | -0.1% | -24% | -1% | -2%
COc1ccc(/C=N/n2c(N)c(S(=O)(=O)c3cccs3)c3nc4ccccc4nc32)cc1OC | 10% | 21 | 760 | i | 49 | 19% | 5.2 | 83 | -0.1% | -10% | 12% | 2%
O=C(O)c1nn(-c2ccccc2)nc1-c1nn(-c2ccccc2)nc1C(=O)O | 0% | x | x | i | 21 | 3% | 2.4 | 76 | -0.1% | 12% | 4% | -8%
O=C(Nc1ccccc1C(=O)Nc1nnc(C(F)(F)F)s1)c1ccccc1Cl | 11% | 4 | 746 | i | 22 | 10% | 4.9 | 56 | 0.2% | -21% | -1% | -4%
COc1ccccc1/C=N/NC(=S)Nc1cccnc1 | 3% | 1 | 666 | i | 58 | 6% | -0.2 | 60 | 1.2% | 4% | 3% | 6%
COc1ccc(NC(=O)CC(C)CC(=O)NCc2ccc(F)cc2)c(OC)c1 (stereo not given) | 12% | -6 | 846 | i | 26 | 13% | 1.4 | 59 | 0.6% | -4% | 8% | -5%
COc1ccc2[nH]c(=O)c(CN(C(C)=O)C3CCCCC3)cc2c1 | -3% | x | x | i | 10 | 11% | 1.0 | 59 | 0.1% | -3% | 2% | -5%
CCCCC1=CC2=C(c3ccco3)C(=O)C(C)(OC(=O)c3ccc(OC)cc3)C(=O)C2=CN1c1ccc(OC)cc1 (stereo not given) | 8% | -3 | 685 | i | 21 | 31% | 2.4 | 73 | -0.1% | 8% | -1% | -5%
CC(=O)N1CCc2cc(C(=O)CN3CCN(C(=O)c4ccco4)CC3)ccc21 | x | x | x | i | 34 | 14% | 0.8 | 70 | -0.1% | -7% | -6% | -4%
COCCCNc1oc(-c2ccccc2F)nc1C#N | 6% | x | x | i | 67 | -2% | 3.8 | 45 | -0.1% | 0% | 3% | -12%
Cc1cccc(NC(=O)Cn2c(=O)oc3ccccc32)n1 | 7% | 14 | 806 | i | 4 | 15% | -0.6 | 70 | -0.1% | 4% | 5% | -5%

Just LYP phosphatase, for some of the entries so far:
SMILES,LYP phosphatase
CCCCC1=CC2=C(c3ccco3)C(=O)C(C)(OC(=O)c3ccc(OC)cc3)C(=O)C2=CN1c1ccc(OC)cc1 (stereo not given),-5%
CC(=O)N1CCc2cc(C(=O)CN3CCN(C(=O)c4ccco4)CC3)ccc21,-4%

Next structures:
canonical_smiles | Rac1 GTP hydrolysis | Lipid droplet | Lipid droplet cells 6.5 µM | T cell HTS | T cell HTS vesicle-bound % | Large T inhibition | NTR1 ag | NTR1 ag cell count 20 µM | GPR55 beta-arrestin | GPR35 antagonists | GPR55 LPI antagonism | LYP phosphatase
COC(=O)CCC(=O)Nc1ccc(NC(C)=O)cc1 | -2% | x | x | i | 33 | 4% | -1.5 | 67 | 0.0% | -1% | 17% | -2%
O=C(NCc1ccco1)C1CCC(CNS(=O)(=O)c2cccc3cccnc23)CC1 (stereo not given) | 4% | x | x | i | 44 | 4% | -3.3 | 73 | -0.2% | -4% | -3% | -2%
CN(C(=O)c1ccccc1C(=O)OCC(=O)NC(=O)NC(C)(C)C)C1CCCCC1 | 0% | 22 | 709 | i | 58 | 1% | 0.7 | 57 | -0.4% | 6% | -8% | -3%
CCn1c(C)nc2cc(C(=O)N/N=C/c3ccc(OC)cc3)ccc21 | x | -4 | 679 | i | 46 | 30% | -0.9 | 86 | 0.6% | -5% | 4% | 3%
C=CCC1NS(=O)(=O)OC2CCCC12 (stereo not given) | 8% | -10 | 828 | i | 29 | -6% | -5.1 | 103 | -0.1% | -10% | 0% | -15%
Cc1ccc(C2CC(c3cccs3)=NN2C(=O)CSc2nc(=O)n3cc(C)ccc3n2)cc1 (stereo not given) | 10% | x | x | i | 2 | 18% | 6.4 | 74 | x | x | x | x
COc1ccc(-c2cc(=O)[nH]c(N3CCN(Cc4ccccc4)CC3)n2)cc1 | 7% | 7 | 825 | i | 58 | 5% | 2.5 | 45 | -0.1% | -5% | -7% | -4%
O=c1[nH]c2cc([N+](=O)[O-])c([N+](=O)[O-])cc2[nH]c1=O | -1% | 12 | 704 | i | 61 | -2% | -1.8 | 77 | 0.2% | -13% | 4% | -4%
O=C(COC(=O)C1CCN(/C=C/C(=O)C(F)(F)F)CC1)Nc1ccccc1 | -4% | -9 | 556 | i | 40 | 19% | -1.1 | 35 | -0.1% | 10% | 6% | -4%
N#C/C(=C(/O)c1ccc(Cl)c([N+](=O)[O-])c1)c1nc2ccccc2[nH]1 | 13% | -1 | 706 | i | 48 | 15% | 5.7 | 73 | -0.2% | -1% | 10% | -5%
CCN(Cc1ccccc1)C(=O)Cc1ccc(OC)c(S(=O)(=O)N2CCOCC2)c1 | 5% | x | x | i | 33 | 14% | -0.7 | 75 | x | x | x | x
COC(=O)c1cc(C)[nH]c2c(C)cc3nc4ccccc4c3c12 | 9% | -4 | 688 | i | 48 | 12% | 20 | 92 | 0.3% | 2% | 7% | 1%
OCC[C@@H]1C[C@@H](O)[C@H](O)[C@@]2(Cc3ccccc3CO2)O1 | 8% | -10 | 710 | i | 24 | 18% | 9.5 | 92 | -0.2% | -1% | 7% | -13%
CC(/C=N/Nc1nnc(C)c(=O)[nH]1)=C\c1ccccc1 | 24% | x | x | i | 26 | -11% | 0.6 | 38 | -0.1% | 16% | 5% | -6%
O=C(CCc1c[nH]c2ccccc12)NC(Cc1ccccc1)C(=O)O (stereo not given) | 9% | 16 | 863 | i | 34 | 4% | 0.6 | 92 | 0.0% | 5% | -5% | -9%
CSc1nc(O)c(C(c2ccc(C)cc2)c2c(O)nc(SC)[nH]c2=O)c(=O)[nH]1 | 17% | -2 | 883 | i | 26 | 6% | -0.4 | 61 | 0.3% | 15% | 0% | -5%
CCOc1ccc(C2=Nn3c(nnc3-c3ccc(OC)cc3)SC2)cc1 | 7% | x | x | i | 19 | 3% | x | x | -0.2% | 0% | 7% | 3%
COc1ccc(CCN=C2SCC(=O)N2C)cc1OC | 0% | x | x | i | 10 | 11% | -0.4 | 47 | -0.2% | 5% | -3% | -5%
COC(=O)CC1=C(C(=O)OC)C(c2ccc3c(c2)OCO3)C(C#N)=C(N)O1 (stereo not given) | 11% | 5 | 694 | i | 28 | 6% | 1.7 | 51 | -0.1% | -6% | 2% | -5%
COc1cccc(Cn2c(OCC3CCCO3)nc3c2c(=O)n(C)c(=O)n3C)c1 (stereo not given) | 6% | 2 | 670 | i | 46 | 12% | -0.7 | 87 | -0.2% | 7% | -12% | -9%

5 compounds already listed, sorted by the number in GPR55 LPI antagonism, ascending:
compound,Rac1 GTP hydrolysis,T cell HTS,T cell HTS vesicle-bound %,Large T inhibition,GPR55 beta-arrestin,GPR35 antagonists,GPR55 LPI antagonism,LYP phosphatase
CSc1nc(O)c(C(c2ccc(C)cc2)c2c(O)nc(SC)[nH]c2=O)c(=O)[nH]1,17%,i,26,6%,0.3%,15%,0%,-5%
CC(/C=N/Nc1nnc(C)c(=O)[nH]1)=C\c1ccccc1,24%,i,26,-11%,-0.1%,16%,5%,-6%
O=C(COC(=O)C1CCN(/C=C/C(=O)C(F)(F)F)CC1)Nc1ccccc1,-4%,i,40,19%,-0.1%,10%,6%,-4%
COC(=O)c1cc(C)[nH]c2c(C)cc3nc4ccccc4c3c12,9%,i,48,12%,0.3%,2%,7%,1%
N#C/C(=C(/O)c1ccc(Cl)c([N+](=O)[O-])c1)c1nc2ccccc2[nH]1,13%,i,48,15%,-0.2%,-1%,10%,-5%

Continuation.
canonical_smiles | Rac1 GTP hydrolysis | Lipid droplet | Lipid droplet cells 6.5 µM | T cell HTS | T cell HTS vesicle-bound % | Large T inhibition | NTR1 ag | NTR1 ag cell count 20 µM | GPR55 beta-arrestin | GPR35 antagonists | GPR55 LPI antagonism | LYP phosphatase
CCOC(=O)c1cccc(NC(=O)CN2C(=O)C3C4C=CC(C4)C3C2=O)c1 (stereo not given) | -6% | 14 | 657 | i | 59 | 8% | 1.9 | 48 | 0.1% | 10% | 0% | 1%
CCSc1nnc2c(Cl)cc(Cl)cn12 | 7% | x | x | i | 43 | 18% | 1.0 | 51 | 0.2% | 6% | 4% | -6%
NCCCC(=O)O | 1% | -2 | 759 | i | 19 | 1% | -1.8 | 54 | -0.1% | 6% | -5% | -8%
Cc1ccc(OCCOC(=O)Cn2nc(C)c([N+](=O)[O-])c2C)cc1 | 7% | -1 | 628 | i | 37 | 2% | 0.6 | 41 | 0.2% | -4% | 3% | -7%
